Screening data (PubChem)
GALK inhibitor = galactokinase (human) inhibition; Purified GALK, Kinase-Glo residual ATP luminescence; 270,000 tested, 0.007% active; P51570; Potency, µM (titrated, usually from 57.5 µM), inactives show at the highest dose activity change, negative = inhibition, hits mostly inhibitors; also: potency is read from the fitted curve at half-maximal effect; % is scaled to controls: 0 for no effect and ±100 for the full control effect
Target sequence (P51570 whole entry, looked up): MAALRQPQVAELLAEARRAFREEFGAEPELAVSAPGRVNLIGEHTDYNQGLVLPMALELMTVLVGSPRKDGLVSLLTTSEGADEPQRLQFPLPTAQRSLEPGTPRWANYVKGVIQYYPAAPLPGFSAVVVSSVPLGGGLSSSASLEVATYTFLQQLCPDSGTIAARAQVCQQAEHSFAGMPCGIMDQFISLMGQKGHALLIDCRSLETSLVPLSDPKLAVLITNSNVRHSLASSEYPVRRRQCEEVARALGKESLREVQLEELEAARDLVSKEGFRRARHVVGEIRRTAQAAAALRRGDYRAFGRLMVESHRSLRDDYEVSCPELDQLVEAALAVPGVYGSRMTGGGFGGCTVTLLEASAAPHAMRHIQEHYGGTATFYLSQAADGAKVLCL
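Luminescence from leftover ATP (Ultra-Glo luciferase/luciferin) served as read-out after a 1 h room-temperature reaction of 5 nM GALK with 35 uM ATP and 100 uM galactose.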
MBNL1-CUG inh = inhibitors of human MBNL1 binding to CUG repeat RNA; Q9NR56; TR-FRET MBNL1-His/biotin-(CUG)12 binding, 665/545 ratio; Potency, µM (highest dose often 57.5 µM), for the others: at the highest dose activity change, negative = inhibition, most hits filed as inhibitors; 280,000 tested, 0.036% active; active = well fitted inhibition curve with a large enough effect in the signal ratio, with a control signal flat, not every such curve was filed as active; inconclusive = small, poorly fitted or top-dose-only effect, or effect the other way, or a change in a side signal; inactive = no such curve, though single readings can be large or run the other way; the % refers to the signal ratio; also: potency is read from the fitted curve at half-maximal effect; % is scaled to controls: 0 for no effect and ±100 for the full control effect
Target sequence (Q9NR56 whole entry, looked up): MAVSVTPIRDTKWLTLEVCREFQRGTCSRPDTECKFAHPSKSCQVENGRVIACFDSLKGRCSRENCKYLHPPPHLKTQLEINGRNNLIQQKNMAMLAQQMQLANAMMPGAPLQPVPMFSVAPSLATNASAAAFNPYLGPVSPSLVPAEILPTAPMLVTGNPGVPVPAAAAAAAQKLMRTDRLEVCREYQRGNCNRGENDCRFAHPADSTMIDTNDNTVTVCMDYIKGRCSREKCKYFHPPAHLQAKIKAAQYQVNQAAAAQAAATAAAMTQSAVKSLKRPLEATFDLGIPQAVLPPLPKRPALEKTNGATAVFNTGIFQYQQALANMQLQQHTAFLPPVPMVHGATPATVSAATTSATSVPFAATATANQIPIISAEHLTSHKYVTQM
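Compounds (final 92 nM to 58 uM) are added to His-tagged MBNL1 and biotin-(CUG)12, then terbium anti-His antibody and streptavidin-XL665 (5 nM final). After 60 min at room temperature, the 665/545 nm ratio is read.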
MLL CXXC-DNA inh = blocks binding of human MLL CXXC domain to DNA; MLL-CXXC / FITC-HOXA9 DNA fluorescence polarization; Potency, µM (doses to about 115 µM), inactives show top-dose activity change, negative = inhibition, actives largely listed as inhibitors; 290,000 tested, 0.037% active; AID 2662; active = well fitted inhibition curve with a large enough effect in the polarisation, with a control signal flat, not every such curve was filed as active; inconclusive = small, poorly fitted or top-dose-only effect, or effect the other way, or a change in a side signal; inactive = no such curve, though single readings can be large or run the other way; the % refers to the polarisation; also: potency is read from the fitted curve at half-maximal effect
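Fluorescence polarization: 7 uM MLL-CXXC (stock) preincubated 5 min with compounds, then 50 nM fluorescein-HOX-A9 DNA (stock) added; 30 min ambient. Buffer 50 mM Tris-HCl pH 7.5, 50 mM NaCl, 1 mM DTT, 0.05% BSA.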
A-T KAP1 phos = candidate therapy for ataxia-telangiectasia; […] A-T fibroblasts, KAP-1 phosphorylation AlphaLISA; neocarzinostatin DNA damage 30 min before lysis; Potency, µM (series often up to 57.5 µM), for inactives: at the top dose activation, hits mostly activators; 320,000 tested, 0.19% active; also: potency is read from the fitted curve at half-maximal effect; % of control where 0% means no effect; nearly all actives have a fitted effect of over 45% in size
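hTERT-immortalized A-T patient fibroblasts ([…]), 500 cells/well in OPTI-MEM, 1% FBS, got compounds for 60 min, then NCS for 30 min at 37C. Lysates were then assayed for phospho-KAP-1 by AlphaLISA (anti-pKAP1 donor, anti-KAP1 acceptor beads), 6 hr at 25C.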
FBPA coupling cs = coupling enzyme interference in Giardia aldolase counter-screen; AID 2472; activity change, negative = inhibition, % at 58.2 µM, hits read low; coupling enzyme system counterscreen, AmpLite Red fluorescence; 290,000 tested, 0.67% active; in the data active = activity change below about -30%; also: % is scaled to controls: 0 for no effect and ±100 for the full control effect
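Activity here indicates interference with the coupling reaction, not aldolase inhibition. Compounds at 57.5 uM final met coupling enzymes for 10 min at RT; substrate and AmpLite Red detection followed, with a 525/598 nm fluorescence read after 20 min.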
hERG WT inh = blocks the wildtype human KCNH2 potassium channel. 340,000 tested, 0.37% active. Q12809. U2OS, BacMam KCNH2, thallium flux FluxOr; active compounds read low. AID 720551. activity change, % at 1.84 µM;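 active = maximum activity change below -70%; inconclusive = maximum activity change between -70% and -50%; inactive = maximum activity change above -50%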; also: % is scaled to controls: 0 for no effect and ±100 for the full control effect
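U2OS cells transduced with wild-type KCNH2 virus are loaded with FluxOr dye for 45 min, and thallium flux is measured in kinetic reads before and after stimulation buffer. Rate constants are normalized to DMSO controls.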
a7 integrin act = activators of alpha7 integrin expression for muscular dystrophy; alpha7betagal myoblasts, beta-gal FDG fluorescence, 48 h; 350,000 tested, 0.064% active; Potency, µM (top dose mostly 38.3 µM), inactives show top-dose activation, actives largely listed as activators;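 also: potency is read from the fitted curve at half-maximal effect; 100% = response of the positive control SU9516; nearly all actives have a fitted effect of over 60% in size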
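Alpha7betagal+/- myoblasts (passage 13) were plated 16-24 hr, then exposed to compounds (1:260 dilution of DMSO stock) for 48 hours at 37C. After MPER lysis, β-galactosidase reporter activity was read as FDG fluorescence (ex 480/em 540) after 30 minutes.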
S-ASM inh = inhibitors of human secretory acid sphingomyelinase. P17405. placental ASM, HMU-PC fluorogenic substrate, 60 min. Potency, µM (series often up to 57.5 µM), for inactives: at the highest dose activity change, negative = inhibition, hits mostly inhibitors. 340,000 tested, 0.006% active; also: potency is read from the fitted curve at half-maximal effect
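qHTS format. ASM enzyme prepared from human placenta hydrolyses the fluorogenic substrate HMU-PC0 (9 uM final) over 60 min at 37 °C after a 10 min compound preincubation.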
KCNH2 3.1 inh = KCNH2 3.1 (human) potassium channel inhibition; activity change, % (tested at about 1.8 µM); U2OS KCNH2 3.1, thallium flux FluxOr; active compounds read low; 340,000 tested, 0.95% active;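 active = maximum activity change below -70%; inconclusive = maximum activity change from -70% to -50%; inactive = maximum activity change above -50%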;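 also: thallium influx rate constant from kinetic fluorescence after stimulation buffer; % is scaled to controls: 0 for no effect and ±100 for the full control effect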
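We transduce U2OS cells with the mutant 3.1 virus, culture them overnight, load FluxOr with Red40 quencher for 45 min, then add stimulation buffer and read kinetically for 2 min to derive a normalized rate constant.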
TRPV1 agonist = agonists of human vanilloid receptor 1 (TRPV1); AID 540275; 320,000 tested, 0.19% active; Q8NER1; TRPV1-expressing cells, Fluo-8 calcium influx, agonist mode; activation, % at 8.33 µM; in the data active = activation above about 80%; inconclusive = between about 30% and that limit; also: 0% is about no effect
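Cells expressing TRPV1 were dye-loaded with Fluo-8 and read kinetically: 10 s baseline, 3 min after compound (agonist portion), then 2 min after EC20 capsaicin (allosteric enhancer portion). Calcium-bound dye fluorescence at 480/520 nm.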
The depositor's hits bear a star; i = inactive; ? = inconclusive; / = not tested or not shown; [ ] = dose if it differs, or a comment. Unless noted, calls follow the shape of the dose curve; as a rule, active = well fitted curve in the direction sought with a large enough effect; inconclusive = small, poorly fitted or top-dose-only effect, or another doubt; inactive = no such curve, though single readings can be large; an effect the other way counts as inactive or inconclusive. The order is random. Share with any hit: about 2%.

#1 CCC(C)(C)NC(=O)C(C(C)C)N(CC1CCCO1)C(=O)CNS(=O)(=O)c1ccc(F)cc1 (stereo not given)
#2 Clc1ccc(CN2CCCCCC2)cc1Cl
#3 CN(Cc1ccccc1)C(=O)CN1C(=O)c2ccccc2S1(=O)=O
#4 Cc1nc(N2CCC(C)CC2)c2c(C)c(C(=O)Nc3ccccc3C(F)(F)F)sc2n1
#5 O=C(COn1nnc2ccccc21)NCC1CCCCC1
#6 Cc1c(Cl)cccc1Nc1nc(N)nc(CSC(=S)N2CCOCC2)n1
#7 CCC(=O)Nc1ccc(C(=O)NNC(=O)c2ccc(C)cc2)cc1
#8 COCc1c(C(=O)NCc2ccccc2CN2CCCC2)oc2ccccc12
#9 CC(=O)NS(=O)(=O)c1ccc(NC(=O)CC23CC4CC(CC(Br)(C4)C2)C3)cc1
#10 Nc1[nH]n(-c2ccccc2)c(=O)c1N=Nc1ccc2c(c1)OCO2
assay / compound | 1 | 2 | 3 | 4 | 5 | 6 | 7 | 8 | 9 | 10
GALK inhibitor | 1% | -1% | -2% | 5% | -3% | -2% | 1% | / | -1% | -1%
MBNL1-CUG inh | -2% | 0% | 3% | ? | -9% | -3% | 2% | / | 1% | ?
MLL CXXC-DNA inh | 10% | -2% | -5% | 0% | 6% | 12% | -8% | / | 5% | ?
A-T KAP1 phos | 5% | -3% | 5% | 0% | 5% | 3% | 5% | 1% | 5% | -17%
FBPA coupling cs | 0 | 0 | 1 | -6 | 2 | 0 | 1 | / | 3 | -7
hERG WT inh | -4 | 2 | -5 | -2 | 7 | -1 | -8 | 20 | -2 | -10
a7 integrin act | -18% | -3% | 5% | -9% | 1% | -20% | -24% | ? | -17% | 34%
S-ASM inh | 1% | -1% | -5% | 7% | -1% | 1% | 1% | 4% | -4% | -12%
KCNH2 3.1 inh | 6 | 3 | -11 | / | -2 | -16 | 13 | -20 | 2 | 1
TRPV1 agonist | 10 | 2 | 1 | ? | 18 | ? | 5 | 16 | 1 | 7

#11 Cc1cc(NC(=O)CN2CCN(C)CC2)no1
#12 O=C(Nc1cc(Cl)ccc1Cl)c1noc2c1CCCC2
#13 C/C(=N\NC(=O)c1ccccc1)c1cc2cc([N+](=O)[O-])ccc2oc1=O
#14 CCOc1cc(/C=N/NC(=O)c2ccncc2)ccc1OC(=O)c1ccco1
#15 Cc1ccc(-c2cn3nc(C)c(C)nc3n2)cc1
#16 CCN1CCCC1CNC(=O)c1ccc(CS(=O)(=O)c2ccccc2C)o1 (stereo not given)
#17 c1ccc(-c2cc(NCCN3CCCCC3)c3ccccc3n2)cc1
#18 CCOC(=O)c1c(NC(=O)C(C)NCc2ccco2)sc2c1CCC(C)C2 (stereo not given)
#19 COc1cc2cnc(Cl)nc2cc1OC
#20 CC1CCCC(NC(=O)CCCn2c(=S)[nH]c3ccccc3c2=O)C1C (stereo not given)
assay / compound | 11 | 12 | 13 | 14 | 15 | 16 | 17 | 18 | 19 | 20
GALK inhibitor | -6% | 0% | -7% | 1% | 2% | 1% | -6% | -2% | 1% | -2%
MBNL1-CUG inh | -5% | -10% | ? | 14% | ? | -9% | -15% | 1% | 119%[activator] | 3%
MLL CXXC-DNA inh | 6% | 0% | -30% | 45%[activator] | 5% | 1% | 3% | 1% | -2% | -3%
A-T KAP1 phos | -8% | -5% | -2% | 3% | 16% | 10% | -7% | 10% | -15% | 3%
FBPA coupling cs | 2 | 3 | 2 | / | -2 | -2 | -2 | 0 | -2 | 2
hERG WT inh | / | 1 | 10 | -3 | 1 | 26 | -1 | 1 | -2 | 0
a7 integrin act | 0% | 0% | 15% | -35% | -6% | 3% | -54%[inhibitor] | -12% | -2% | 10%
S-ASM inh | 0% | -1% | -4% | -1% | i | 0% | 1% | -2% | 7% | 5%
KCNH2 3.1 inh | 26 | 2 | -4 | 11 | 6 | -15 | -11 | -1 | 13 | -1
TRPV1 agonist | 0 | 7 | -3 | 1 | / | -5 | -2 | 4 | -9 | 11

#21 CCN(CC)S(=O)(=O)c1cccc(NC(=O)COC(=O)C2=COCCO2)c1
#22 O=C(c1ccc(CS(=O)c2ccccc2Cl)o1)N1CCN(c2ccccc2)CC1 (stereo not given)
#23 CN(C(=O)CSc1nc(N)cc(N)n1)C1CCS(=O)(=O)C1 (stereo not given)
#24 Cc1ccc(S(=O)(=O)CCC(O)c2ccc(Cl)cc2)cc1 (stereo not given)
#25 CCC(=O)NC(c1ccc(N(C)C)cc1)c1c(O)ccc2ccccc12 (stereo not given)
#26 CC(C)NC(=S)Nc1ccc2nc3n(c(=O)c2c1)CCCCC3
#27 O=[N+]([O-])c1nn(-c2ccccc2)n(O)c1=NCCc1ccccc1
#28 CC(C)C1Oc2ccccc2N(CC(=O)NCCCN2C(C)CCCC2C)C1=O (stereo not given)
#29 NC(=O)COC(=O)c1ccc2c(c1)S(=O)(=O)N=C1CCCCCN12
#30 Cn1c(N/N=C/c2cccs2)nc2c1c(=O)n(Cc1ccccc1)c(=O)n2C
assay / compound | 21 | 22 | 23 | 24 | 25 | 26 | 27 | 28 | 29 | 30
GALK inhibitor | / | -5% | -4% | -3% | -3% | -2% | 3% | -1% | 0% | 1%
MBNL1-CUG inh | / | -4% | 0% | -1% | 2% | -6% | ? | 1% | -11% | /
MLL CXXC-DNA inh | / | 16% | 0% | -13% | -3% | 1% | 18% | 5% | -3% | 1%
A-T KAP1 phos | 4% | -1% | 13% | 37% | -1% | -8% | -4% | 0% | -2% | 5%
FBPA coupling cs | / | / | / | -1 | -4 | 1 | 3 | 0 | 1 | 3
hERG WT inh | -18 | -6 | -6 | 8 | 28 | -2 | 17 | -4 | 2 | 2
a7 integrin act | -17% | -21% | -26% | 28% | 16% | -1% | -27% | -6% | -4% | 22%
S-ASM inh | 1% | -2% | 0% | 3% | 18% | 1% | -6% | 4% | 4% | 24%
KCNH2 3.1 inh | 18 | 21 | -5 | -11 | / | -32 | 17 | -4 | / | -10
TRPV1 agonist | 1 | 2 | -2 | ? | -2 | -4 | 0 | 0 | -1 | -2

#31 CCCn1c(SCC(=O)c2cc(C)n(-c3ccc4c(c3)OCO4)c2C)n[nH]c1=O
#32 CN(C)c1cccc(C(=O)NN2C(=O)NC3(CCCCC3)C2=O)c1
#33 Cc1cc2oc(C(=O)NCc3ccccc3)cc(=O)c2cc1C
#34 O=C1c2ccccc2S(=O)(=O)N1Cc1nc2ccccc2s1
#35 Cc1c(C(=O)N2CCc3ccccc32)oc2ccccc12
#36 Cc1nnc(N2CCC(C(=O)N3CCCCC3)CC2)c2nn(-c3ccc(Cl)cc3)c(C)c12
#37 Cc1ccc(C)c(OCC(=O)Nc2c(C)n(C)n(-c3ccccc3)c2=O)c1
#38 O=C(Cn1c(=O)oc2cc(S(=O)(=O)N3CCc4ccccc43)ccc21)NC1CCCC1
#39 O=C(O)CN1C(=O)c2ccc(Oc3ccc([N+](=O)[O-])cc3)cc2C1=O
#40 CC(=O)Nc1cccc(C(=O)Nc2ccccc2N2CCOCC2)c1
assay / compound | 31 | 32 | 33 | 34 | 35 | 36 | 37 | 38 | 39 | 40
GALK inhibitor | 0% | / | / | 1% | 1% | 7% | / | 2% | 7% | 0%
MBNL1-CUG inh | 4% | / | -7% | 5% | / | 4% | / | -4% | ? | -1%
MLL CXXC-DNA inh | -4% | / | 8% | -6% | -3% | -7% | / | 12% | 5% | 3%
A-T KAP1 phos | 0% | -2% | 11% | 5% | 9% | 1% | 13% | 8% | 7% | 3%
FBPA coupling cs | -15 | / | 3 | 3 | -4 | / | / | 0 | 5 | -2
hERG WT inh | 7 | -1 | -12 | 9 | -1 | 6 | -15 | 16 | 1 | -2
a7 integrin act | -35% | 1% | -5% | 6% | -21% | -36% | 23% | 23% | 20% | 20%
S-ASM inh | 1% | 3% | 0% | 0% | -7% | 43%[activator] | 1% | 0% | 3% | 3%
KCNH2 3.1 inh | -9 | -9 | 5 | 13 | -1 | -4 | 2 | 9 | 7 | 13
TRPV1 agonist | ? | -3 | 23 | -5 | 25 | 18 | -3 | / | -4 | 1

In a second layout: entries from further up.
Order of results – GALK inhibitor	MBNL1-CUG inh	MLL CXXC-DNA inh	A-T KAP1 phos	FBPA coupling cs	hERG WT inh	a7 integrin act	S-ASM inh	KCNH2 3.1 inh	TRPV1 agonist
(39) O=C(O)CN1C(=O)c2ccc(Oc3ccc([N+](=O)[O-])cc3)cc2C1=O
  7%	?	5%	7%	5	1	20%	3%	7	-4
(34) O=C1c2ccccc2S(=O)(=O)N1Cc1nc2ccccc2s1
  1%	5%	-6%	5%	3	9	6%	0%	13	-5
(31) CCCn1c(SCC(=O)c2cc(C)n(-c3ccc4c(c3)OCO4)c2C)n[nH]c1=O
  0%	4%	-4%	0%	-15	7	-35%	1%	-9	?
